Compound activity from PubChem.
Bcl-xL primary: inhibitors of human Bcl-xL. hit rate 0.7% among 320,000. AID 2129. inhibition, % at 10.9 µM. GST-Bcl-xL / FITC-Bim BH3 peptide fluorescence polarization. Q07817;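 active means inhibition above the mean of all tested compounds plus 3 SD, cutoff set per campaign, cut at about 30% in these data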;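 further: 0% = DMSO wells and 100% = unlabeled Bim-BH3 peptide competitor; inhibitors lower millipolarization by displacing the labeled peptide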
GRK2 inh: inhibitors of human GRK2 displacing RNA aptamer | inhibition of aptamer binding, % at 10 µM | bead flow cytometry, FAM-aptamer displacement from GRK2 | AID 488847 | hit rate 0.59% among 330,000;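 active means inhibition of aptamer binding above 40%, roughly 3 SD of noise, on plates passing a quality check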;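 further: median bead fluorescence of bound FAM aptamer so fluorescent compounds give negative values; no value below 0 was filed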
Fam108B inh: blocks mouse Fam108B hydrolase in RBBP9 counter-screen. recombinant Fam108B, FP-Rh probe fluorescence polarization. inhibition, % at 9.51 µM. hit rate 0.33% among 300,000. AID 1947;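 active means inhibition above the screen mean inhibition plus 3 SD, computed separately per campaign, cut at about 18% in these data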;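 further: inhibitors lower polarization as less probe binds the enzyme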
AGP1 TOR yeast: yeast TOR pathway AGP1-GFP modulation; GFP response vs DMSO, % at 10 µM; hit rate 0.02% among 320,000; AID 2066; S. cerevisiae AGP1-GFP multiplex flow cytometry, 3 h; GFP as percent of DMSO wells;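 active means GFP response relative to DMSO above a set limit, near screen average plus 3 SD, cut at about 150% in these data; inconclusive means fewer than 70 cells counted for the yeast strain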;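 further: median GFP channel fluorescence of the gated AGP1 strain per well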
GLD-1 TGE inh: GLD-1-TGE RNA interaction inhibition (C. elegans); Q17339; inhibition, % at 5.96 µM; purified GLD-1 + fluorescein TGE RNA, fluorescence polarization; hit rate 0.44% among 320,000; AID 2280;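 active means percent inhibition above a per-plate cutoff, the plate mean of test compounds plus 3 SD, cut at about 30% in these data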;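 further: 0% = DMSO wells with GLD-1 and probe and 100% = wells lacking GLD-1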
Target sequence (Q17339 whole entry, looked up): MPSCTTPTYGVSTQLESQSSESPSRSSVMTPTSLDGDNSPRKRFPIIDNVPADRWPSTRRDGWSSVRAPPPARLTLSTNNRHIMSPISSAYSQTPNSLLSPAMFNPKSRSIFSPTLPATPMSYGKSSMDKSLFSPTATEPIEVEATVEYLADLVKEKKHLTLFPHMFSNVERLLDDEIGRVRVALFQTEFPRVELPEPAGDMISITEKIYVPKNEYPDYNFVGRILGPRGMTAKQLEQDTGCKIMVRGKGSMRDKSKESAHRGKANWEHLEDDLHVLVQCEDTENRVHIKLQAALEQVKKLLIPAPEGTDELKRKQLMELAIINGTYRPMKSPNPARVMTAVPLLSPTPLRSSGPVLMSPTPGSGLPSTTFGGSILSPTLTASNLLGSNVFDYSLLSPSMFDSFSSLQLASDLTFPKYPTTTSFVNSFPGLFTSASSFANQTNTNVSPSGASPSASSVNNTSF
MCL1 BIM primary: disrupts human MCL1 binding to BIM-BH3 peptide; Q07820; GST-MCL1 / FITC-Bim-BH3 fluorescence polarization; inhibition, % at 10.9 µM; hit rate 0.68% among 320,000; AID 2057;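 active means inhibition above the mean inhibition of all tested compounds plus 3 SD, set per campaign, cut at about 40% in these data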;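 further: 0% = DMSO wells and 100% = unlabeled Bim-BH3 peptide control; higher means more loss of mP so more displacement of Bim peptide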
VLA-4 inh: inhibition in a human VLA-4 binding assay; P13612; VLA-4 expressing cells, ligand binding flow cytometry; inhibition, % (about 7 µM as worked out from the volumes in the protocol); hit rate 0.2% among 330,000; in the data active means inhibition above about 50%
CIT2 TOR yeast: modulators of TOR pathway CIT2-GFP in S. cerevisiae; S. cerevisiae CIT2-GFP strain, flow cytometry, 3 h; 100 means same as DMSO wells; GFP response vs DMSO, % at 10 µM; hit rate 0.065% among 320,000; AID 2029;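 active means GFP response relative to DMSO above a set limit, near the screen mean plus 3 SD, cut at about 150% in these data; inconclusive means Fewer than 70 cells measured for a yeast strain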;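 further: ratio of well median GFP fluorescence to mean of DMSO wells on the plate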
MEX-5 binding: C. elegans MEX-5 TCR-2 RNA binding activity; Q9XUB2; MEX-5/FITC-TCR2 RNA binding, fluorescence polarization; stronger effect = lower value; activity score (negative = inhibition of binding), % at 10 µM; hit rate 0.38% among 300,000;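 active means inhibition past about -25% in most replicates, and total fluorescence under double the plate's negative control median, limit read from the data; inconclusive means replicates evenly split on the limit, or fluorescence at least double controls; inactive means too little inhibition in most replicates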;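 further: 0% = DMSO and -100% = 5 µM competing unlabeled TCR2 RNA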
Target sequence (Q9XUB2 whole entry, looked up): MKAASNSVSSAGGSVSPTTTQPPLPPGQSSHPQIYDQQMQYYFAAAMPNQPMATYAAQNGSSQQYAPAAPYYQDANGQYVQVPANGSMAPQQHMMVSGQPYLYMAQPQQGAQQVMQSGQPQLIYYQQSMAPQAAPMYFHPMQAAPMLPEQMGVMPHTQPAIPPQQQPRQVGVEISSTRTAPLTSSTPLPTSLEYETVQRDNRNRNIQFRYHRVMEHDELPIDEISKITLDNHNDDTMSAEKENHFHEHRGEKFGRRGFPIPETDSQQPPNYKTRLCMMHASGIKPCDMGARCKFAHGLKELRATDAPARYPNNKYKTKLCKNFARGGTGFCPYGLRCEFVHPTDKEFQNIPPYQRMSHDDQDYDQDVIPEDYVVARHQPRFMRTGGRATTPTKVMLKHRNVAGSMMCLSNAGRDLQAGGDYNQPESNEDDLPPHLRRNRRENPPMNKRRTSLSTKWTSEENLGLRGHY
* = called active by the depositor; ? = inconclusive; · = not tested or not shown.

SMILES	Bcl-xL primary	GRK2 inh	Fam108B inh	AGP1 TOR yeast	GLD-1 TGE inh	MCL1 BIM primary	VLA-4 inh	CIT2 TOR yeast	MEX-5 binding
Cc1cccc(C)c1NC(=O)CSc1ncnc2nc[nH]c12	5	2	-1	92	3	-2	-3	95	0.3
COc1cccc(C2CC(c3cccs3)=NN2C(=O)CCC(=O)O)c1OC (centres undefined)	0	0	0	94	3	-1	4	101	3.3
CC(C)N(Cc1ccccc1)C(=O)CN1C(=O)NC2(CCOc3ccccc32)C1=O (centres undefined)	·	2	·	92	4	·	-8	91	·
COc1ccc(Cl)cc1NC(=O)Cn1nc(-c2ccc(C)cc2)n(C)c1=S	0	0	0	96	8	-8	14	98	0.4
COc1ccc(S(=O)(=O)N(CC(=O)NCCC(C)C)c2ccccc2)cc1OC	4	1	-1	106	7	-3	22	100	-2.0
CCCCC(=O)Nc1nnc(SCC(=O)Nc2ccc(OC)cc2)s1	4	0	-4	106	4	5	9	101	-0.5
Cc1ccc(S(=O)(=O)Nc2cccc3cccnc23)cc1	5	5	1	107	10	8	7	99	0.0
COc1ccc(NC(=O)CCSc2ccc(C)cc2)cc1	-4	0	5	89	3	7	-6	91	0.4
CCOC(=O)C1CCN(Cc2cnc(Oc3ccc(N)cc3)s2)CC1	5	6	2	100	7	4	2	101	0.8
COc1ccc(F)cc1C(=O)C1CCCN(Cc2cccn2-c2ccccn2)C1 (centres undefined)	-3	0	2	101	7	5	6	92	1.6
O=C(/C=C\c1ccc(-c2cccc([N+](=O)[O-])c2)o1)N1CCOCC1	9	0	0	94	-3	2	0	87	-0.4
COC(=O)c1oc2ccc(Cl)cc2c1N	-3	0	-2	·	5	-2	-8	95	-1.9
CCN(C(=O)c1ccc(S(C)(=O)=O)cc1)C12CC3CC(CC(C3)C1)C2	-2	0	1	94	8	-16	21	95	·
O=C(C=C1NCCN1)c1ccccc1	-2	0	1	102	8	-2	8	101	1.8
Nc1c(N(CCC2=CCCCC2)C(=O)Cc2ccccc2F)c(=O)[nH]c(=O)n1Cc1ccccc1	-6	4	·	107	-1	-16	7	104	·
COc1cc(OC)cc(C(=O)N2CCN(c3ncccn3)CC2)c1	0	2	-1	104	0	-11	7	105	-1.0
CCN(CC)S(=O)(=O)c1ccc(C(=O)NCCN2C(=O)S/C(=C\c3cccnc3)C2=O)cc1	-9	0	-1	103	5	-2	3	105	-0.2
CCCC(=O)NC(c1ccco1)c1cc(Cl)c2cccnc2c1O (centres undefined)	11	2	-1	94	7	20	13	99	1.7
COc1ccc(C(=O)NC(C)CCc2ccccc2)c(O)c1 (centres undefined)	·	0	·	94	·	·	0	108	1.0
COC(=O)/C=C/c1ccc(-n2cncn2)cc1	2	2	-1	98	0	-1	-6	103	1.9
CCCCn1c(N)c(NCCC(C)C)c(=O)[nH]c1=O	22	0	1	90	28	16	13	87	·
C/C(=N\Nc1nc(N)cc(Cl)n1)c1ccc(Cl)c(Cl)c1	-6	4	-3	96	-5	-5	26	102	-3.0
CC(C)CC(=O)N[C@H](C(=O)N[C@H](C(=O)N[C@@H](CC(C)C)[C@@H](O)CC(=O)N[C@@H](C)C(=O)N[C@@H](CC(C)C)[C@@H](O)CC(=O)O)C(C)C)C(C)C	·	5	·	112	5	·	29	114	·
Cc1ccc(C(=O)NNC(=O)c2cc(OCC(F)(F)F)ccc2OCC(F)(F)F)cc1	3	2	1	104	4	3	11	107	3.2
COc1ccc(CN2CCC(C(=O)c3ccc(F)cc3)CC2)cc1	3	30	3	109	-3	-9	-5	120	-0.1
Cc1ccc(NS(=O)(=O)c2cc(C(=O)Nc3cccc([N+](=O)[O-])c3)ccc2C)cc1	2	0	-17	98	-3	11	25	95	1.4
C[C@@H](CO)NC(=O)c1ccc2c3n(nc2c1)-c1ccc(Cl)cc1CO3	0	3	-1	78	-3	0	1	70	-0.4
CCN1C(=O)C2(C(C(=O)c3ccc(C)o3)=C(O)C(=O)N2CCCN2CCOCC2)c2ccccc21 (centres undefined)	3	0	-3	98	18	10	13	94	-1.2
CCOc1ccc(S(=O)(=O)Nc2cccc(C(=O)N(C)Cc3cccc(OC)c3OC)c2)cc1	3	0	1	94	7	6	-22	105	-1.5
CCOc1ccc(N2C(=O)CC(N(CCc3ccc(OC)cc3)C(=O)c3cccc(F)c3)C2=O)cc1 (centres undefined)	10	0	0	93	1	12	11	90	-1.1
CC(C)(C)c1ccc(-c2nc(C#N)c(N3CCC(C(N)=O)CC3)o2)cc1	4	2	1	90	4	1	9	94	0.0
Cc1csc(NS(=O)(=O)c2cccc([N+](=O)[O-])c2)n1	-2	2	-3	99	-10	-4	5	100	0.7
C=CCNC(=S)N1CCN(c2ccccc2Cl)CC1	2	1	-5	103	-3	6	0	100	0.7
O=C(COc1ccccc1Cl)c1ccc[nH]1	10	3	4	105	3	34	5	99	0.1
O=C(NC1CCCCC1)c1ccccc1NC(=S)NC(=O)C1CCC1	4	5	1	107	-4	-2	20	101	-0.2
Cc1ccc(S(=O)(=O)n2[nH]c(=O)cc2NC(=O)c2cccs2)cc1	1	0	-2	78	-1	20	10	75	-1.7
Cc1ccc(-c2noc(CN(C(=O)CCCN3C(=O)c4ccccc4C3=O)C(C)C)n2)cc1	3	0	5	107	9	0	11	96	0.1
O=C(CNC(=O)OCc1ccccc1)Nc1ccc(F)cc1	-13	0	·	93	0	-13	2	96	·
O=C(Cn1c(=O)cnc2ccccc21)NCC(=O)Nc1ccc(F)c(F)c1	2	1	2	98	3	3	10	93	-1.0
N=C1C(c2ccccc2)=C(O)CN1NC(=O)c1ccccc1	4	0	3	108	1	1	5	104	0.5
Cc1ccc(C(=O)NNC(=O)c2ccc(C)cc2)cc1	-1	0	3	104	6	-5	2	98	-0.3
O=C(O)c1ccc(N/N=C/c2c[nH]c3ccccc23)cc1	8	3	3	109	2	7	10	106	-3.1
COc1ccc(Nc2ncnc3sccc23)c(OC)c1	5	0	-4	101	2	1	-13	99	-0.5
COc1cc2c(cc1NC(=O)COC(=O)[C@@H](NC(=O)c1ccccc1)C(C)C)oc1ccccc12	9	2	-5	107	1	-2	12	107	4.6
O=C1N/C(=C\c2ccc(O)cc2)C(O)=C1C=NCc1ccccc1	-2	0	2	102	-2	-3	3	98	2.2
O=C(CCc1ccccc1)NNC(=O)Nc1ccc(Br)cc1	-3	0	0	96	2	-8	2	97	0.4
O=C(NCCCN1CCCC1)c1ccc(Cn2c(=S)[nH]c3ccc(Br)cc3c2=O)cc1	-8	0	-14	100	3	-16	-1	100	-2.8
CCC(CC)C(=O)c1c[nH]c(C(=O)NCc2ccccn2)c1	3	1	4	?	-5	2	13	?	1.3
CC(=O)c1ccc(NC(=S)N(Cc2ccccc2)C(C)C2CC2)cc1 (centres undefined)	13	0	-1	114	8	8	-3	104	-0.8
COc1ccc(N(CC(=O)NCCc2cccc(C)c2)S(=O)(=O)c2c(C)noc2C)cc1	2	0	-8	102	1	-4	-8	117	3.8
O=C(NCc1ccccn1)c1cn(-c2ccccc2)nc1-c1ccc(Cl)cc1	3	0	-7	84	10	-2	-12	93	1.3
O=C(NCC1CCCO1)c1cccc(NC(=O)c2cccs2)c1 (centres undefined)	3	0	2	102	8	-1	8	102	-1.0
O=C1COc2ccc(C(=O)C[n+]3cccc(O)c3)cc2N1	0	2	3	107	-4	-3	18	108	0.2
CC(Cc1cccs1)NC(=S)Nc1ccc(Cl)c(Cl)c1 (centres undefined)	4	5	0	98	2	16	3	94	1.3
O=C(COC(=O)c1cncc(Br)c1)NC1CCCCCC1	-5	0	-2	95	5	-15	3	102	-5.2
COc1ccc(Nc2cc(C)nc(N3CCN(C(=O)c4ccc5c(c4)OCO5)CC3)n2)cc1	5	2	5	102	8	1	-4	105	-0.1
CCc1ccc(CN2CC(C(=O)O)CC2=O)cc1 (centres undefined)	-1	0	-2	99	0	-4	-5	94	-2.4
Cc1ccccc1NC(=O)C(=O)NC(C)CCc1ccccc1 (centres undefined)	3	0	0	99	0	-2	17	101	-1.2
Cc1ccc(NC(=O)NC(=O)N(C(C)C)S(=O)(=O)c2ccc(C)cc2)cc1	6	0	-6	100	-1	7	-10	99	1.9
O=C(c1cc(-c2ccc(F)cc2)on1)N1CCCC1	4	0	-2	93	5	-6	-7	85	2.5
Next structures:
SMILES	Bcl-xL primary	GRK2 inh	Fam108B inh	AGP1 TOR yeast	GLD-1 TGE inh	MCL1 BIM primary	VLA-4 inh	CIT2 TOR yeast	MEX-5 binding
CCCCc1nc2n[nH]c(N)c2c2c1CCC2	1	1	-4	105	-7	4	20	99	·
Cc1ccc(C)c(Sc2ccc(NC(=O)CCl)cc2)c1	3	0	-6	100	-5	0	2	96	-4.2
COc1ccc(C)cc1NC(=O)CSc1nc(=O)n(CCCN2CCOCC2)c2c1CCCC2	8	3	6	83	2	5	12	106	1.2
CC(=O)N1CCc2cc(S(=O)(=O)NCCC(=O)NC3CCCCCC3)ccc21	11	0	-4	105	-3	8	10	102	3.1
CC(C)(C)NC(=O)C(c1ccncc1)N(C(=O)Cn1nnc(-c2cccs2)n1)C1CCCCC1 (centres undefined)	2	0	0	·	-3	8	-7	96	-0.1
COc1cc(CCC(=O)Nc2ccncc2Cl)cc(OC)c1OC	1	4	0	92	9	4	-7	101	-0.9
CC(C)c1nccn1S(=O)(=O)c1cc([N+](=O)[O-])ccc1Cl	2	2	2	110	0	-3	-2	101	0.3
CC(C)C[C@H](NC(=O)OC(C)(C)C)C(=O)N[C@@H](CO)[C@H](O)[C@@H]1C[C@@H]1C(=O)N1CCCC1	3	4	-3	94	9	6	-28	98	2.2
CC(=O)C1C(c2ccc(OC(F)F)cc2)NC(=O)NC1(O)C(F)(F)F (centres undefined)	-2	2	2	94	1	1	-9	92	2.5
NS(=O)(=O)c1ccc(NC(=O)c2ccc3c(c2)OCO3)cc1	1	2	1	103	6	-9	6	110	-1.8
Cc1ccccc1-c1nc(CN2CCN(C(=O)c3ccco3)CC2)c(C)o1	1	0	-3	106	7	2	8	102	3.7
COc1ccc(C2CC(c3ccccc3)=NN2C(=O)COC(=O)C2(C)CC2(Cl)Cl)cc1 (centres undefined)	4	0	1	101	1	4	19	106	-0.8
O=C(NC(=S)N1CCN(Cc2ccccc2)CC1)c1cccnc1	-2	3	1	109	6	-2	-1	105	-0.8
O=c1[nH]c2ccccc2c(O)c1SCCO	3	4	0	104	-7	4	5	107	1.0
CCOc1ccc(OCCC(=O)OCC(=O)Nc2ccc(C)c(S(=O)(=O)N3CCCCC3)c2)cc1	-6	0	-14	113	-5	-7	2	99	1.3
COc1ccc(CCNC(=O)CN(C)S(=O)(=O)c2cccs2)cc1OC	-2	0	-5	93	-6	-6	33	110	-1.6
CCCCN(C(=O)C1CC(=O)N(c2ccc3c(c2)OCCO3)C1)c1c(N)n(CCCC)c(=O)[nH]c1=O (centres undefined)	3	1	2	104	11	3	-16	92	-1.8
Cc1cc(C(=O)OCC(=O)Nc2cc(S(=O)(=O)N(C)C)ccc2Cl)c2ccccc2n1	-1	3	0	99	-2	3	-10	99	0.3

Reprinted at random: 2 records from the list.
SMILES	Bcl-xL primary	GRK2 inh	Fam108B inh	AGP1 TOR yeast	GLD-1 TGE inh	MCL1 BIM primary	VLA-4 inh	CIT2 TOR yeast	MEX-5 binding
CC(=O)N1CCc2cc(S(=O)(=O)NCCC(=O)NC3CCCCCC3)ccc21	11	0	-4	105	-3	8	10	102	3.1
O=C(NC(=S)N1CCN(Cc2ccccc2)CC1)c1cccnc1	-2	3	1	109	6	-2	-1	105	-0.8
